# Shiga toxin inh: inhibitors of Shiga toxin in Vero cells. Vero cells, Shiga toxin protein synthesis inhibition reporter. inhibition, % at 38.7 µM. 290,000 tested, 9.2% active; in the data active = inhibition mostly above about 28%, no sharp cut-off; inactive = mostly below about 43%; also: 0% is about no effect
# Cycloheximide cs: counter-screen for Shiga toxin inhibitors: cycloheximide protein synthesis inhibition; cell reporter, cycloheximide protein synthesis inhibition counterscreen; max response, %; 300,000 tested, 12% active; AID 2314; in the data active = max response mostly above about 13%, no sharp cut-off; inactive = mostly below about 14%; also: read at 38.3 µM for the half of the compounds with a filed dose; 0% is about no effect
# Pf growth 96h: P. falciparum growth inhibition at 96 hour, primary screen for plastid delayed-death inhibitors; P. falciparum luciferase reporter growth, 96 h; Potency, µM (doses to about 28.7 µM), for inactives: at the highest dose activity change, negative = inhibition, actives largely listed as inhibitors; 320,000 tested, 6.9% active; AID 504834; also: potency is read from the fitted curve at half-maximal effect; % is scaled to controls: 0 for no effect and ±100 for the full control effect
#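 Infected RBCs, 2% Hct / 0.05% parasitemia final; luciferase-reporter P. falciparum; cpd 96 h, 37 C, 5% CO2; luciferase detection reagent; luminescence.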
# Pf growth 48h: inhibits P. falciparum growth in the first generation, 48 h | P. falciparum luciferase growth in erythrocytes, 48 h | Potency, µM (top dose mostly 28.7 µM), for inactives: at the top dose activity change, negative = inhibition, most hits filed as inhibitors | 310,000 tested, 5.9% active; also: potency is read from the fitted curve at half-maximal effect; % is scaled to controls: 0 for no effect and ±100 for the full control effect
#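 Firefly luciferase activity from engineered P. falciparum reports growth; inhibitors lower the luminescent signal. Cultures contained 2% hematocrit erythrocytes at 0.1% final parasitemia.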
# Giardia FBPA inh: inhibitors of Giardia lamblia fructose-1,6-bisphosphate aldolase; Potency, µM (top dose mostly 59.6 µM), for the others: at the top dose activity, negative = inhibition, hits mostly inhibitors; 290,000 tested, 0.71% active; purified Giardia FBPA; also: potency is read from the fitted curve at half-maximal effect; % is scaled to controls: 0 for no effect and ±100 for the full control effect; nearly all actives have a fitted effect of over 55% in size
# Target sequence (A8B2U2 whole entry, looked up): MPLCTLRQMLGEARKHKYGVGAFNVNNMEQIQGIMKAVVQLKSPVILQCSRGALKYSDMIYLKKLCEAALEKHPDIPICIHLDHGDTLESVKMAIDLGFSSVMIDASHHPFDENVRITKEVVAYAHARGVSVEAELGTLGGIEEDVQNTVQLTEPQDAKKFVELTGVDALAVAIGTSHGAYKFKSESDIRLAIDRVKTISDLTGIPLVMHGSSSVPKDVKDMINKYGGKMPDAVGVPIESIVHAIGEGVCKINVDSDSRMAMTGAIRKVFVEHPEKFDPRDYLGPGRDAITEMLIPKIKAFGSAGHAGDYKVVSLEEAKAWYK
#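 40 nM FBPA preincubated 10 min at RT with compound (up to 57.5 uM final), then substrate plus GAPDH/TPI/NAD/arsenate coupling and diaphorase/resazurin added. Fluorescence read after 20 min at RT, 525/598 nm.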
# Sm TGR block: blocks Schistosoma mansoni thioredoxin glutathione reductase; Potency, µM (highest dose often 114 µM), without a hit: at the top dose activity change, negative = inhibition, hits mostly inhibitors; 360,000 tested, 3% active; purified TGR, DTNB reduction, TNB absorbance 405 nm; AID 485364; Q962Y6; also: potency is read from the fitted curve at half-maximal effect; % is scaled to controls: 0 for no effect and ±100 for the full control effect; nearly all actives have a fitted effect of over 60% in size
#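 First, TGR (20 nM dispensed) and NADPH were mixed with compound. Second, a 15 min room-temperature incubation followed. Third, further NADPH and then DTNB were added to start the reaction. Finally, TNB absorbance was monitored kinetically.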
# The depositor's hits bear a star; u = inconclusive; x = no result given; & = joins results of further samples; [ ] = remark or other dose. Unless noted, calls follow the shape of the dose curve; as a rule, active = well fitted curve in the direction sought with a large enough effect; inconclusive = small, poorly fitted or top-dose-only effect, or another doubt; inactive = no such curve, though single readings can be large; an effect the other way counts as inactive or inconclusive.
SMILES,Shiga toxin inh,Cycloheximide cs,Pf growth 96h,Pf growth 48h,Giardia FBPA inh,Sm TGR block
C=CCn1c(SCCC(=O)O)nnc1-c1cccs1,-10,-8,x,-11%,3%,-14%
Cc1nn2c(-c3ccncc3)ccnc2c1Br,-10,-1,u,u,1%,1%
CCOc1ccccc1CNC(=O)C1CCCN(c2nc3ccccc3o2)C1 (configuration not stated),-6,1,3.7µM*,12%,7%,5%
Cc1ccc(NC(=O)N2CCC(c3ccccc3)C2)cc1C (configuration not stated),101*,53*,39%[1.15 µM],250%[activator],-11%,1%&-2%
CCC1(C)Cc2c(sc3nc(NN)n(C)c(=O)c23)CO1 (configuration not stated),-9,0,u,x,-12%,7%
Cc1cc(S(=O)(=O)NCc2ccccn2)c(Cl)cc1Cl,-5,-4,u,-18%,-6%,u
COCCN(Cc1ccccc1)C(=O)C1CCN(S(=O)(=O)c2ccc(OC)c(OC)c2)CC1,x,x,u,u,x,-1%
O=C(NCc1ccccc1Cl)c1ccc(S(=O)(=O)Nc2cccc(C(F)(F)F)c2)cc1,18,-2,47%[activator],12%,0%,4%
Cc1ccc(O)c(-c2cc(-c3ccccc3[N+](=O)[O-])[nH]n2)c1,44*,20*,189%[activator],u,-5%,-1%
CCC(C)Sc1nnc(CSc2nc3nc(C)cc(C)n3n2)o1 (configuration not stated),-12,-3,u,16%,2%,1%
Cc1nnc(SCC(=O)NC2CCCc3c2cnn3-c2ccccc2F)o1 (configuration not stated),-3,-1,u,8%,x,-7%
CCN1C(=O)c2cccc3c(S(=O)(=O)NCc4ccco4)ccc1c23,18*,23*,u,-26%,u,40µM*
CC(C)CN(C(=O)c1cccc(S(=O)(=O)N2CCN(Cc3ccccc3)CC2)c1)C1CCS(=O)(=O)C1 (configuration not stated),x,x,u,-10%,x,-9%
CC(C)C(C)NC(=O)CSc1nc2scc(-c3ccco3)c2c(=O)n1-c1ccccc1 (configuration not stated),11,-4,x,12µM*,-14%,25µM*
O=C(O)C1CCC(=O)N1C1CCCC1 (configuration not stated),-5,-3,21%,u,11%,3%

# Continued; the last 6 above are carried over.
SMILES,Shiga toxin inh,Cycloheximide cs,Pf growth 96h,Pf growth 48h,Giardia FBPA inh,Sm TGR block
CCC(C)Sc1nnc(CSc2nc3nc(C)cc(C)n3n2)o1 (configuration not stated),-12,-3,u,16%,2%,1%
Cc1nnc(SCC(=O)NC2CCCc3c2cnn3-c2ccccc2F)o1 (configuration not stated),-3,-1,u,8%,x,-7%
CCN1C(=O)c2cccc3c(S(=O)(=O)NCc4ccco4)ccc1c23,18*,23*,u,-26%,u,40µM*
CC(C)CN(C(=O)c1cccc(S(=O)(=O)N2CCN(Cc3ccccc3)CC2)c1)C1CCS(=O)(=O)C1 (configuration not stated),x,x,u,-10%,x,-9%
CC(C)C(C)NC(=O)CSc1nc2scc(-c3ccco3)c2c(=O)n1-c1ccccc1 (configuration not stated),11,-4,x,12µM*,-14%,25µM*
O=C(O)C1CCC(=O)N1C1CCCC1 (configuration not stated),-5,-3,21%,u,11%,3%
C[C@H]1CCC[C@@]2(O[C@@H](CCO)C[C@@H](O)[C@@H]2O)O1,10,-2,42%[activator],73%[activator],4%,11%
Oc1ccc(NC(=S)Nc2ccccc2)cc1,27&43,1&19,64%&48%[activator],86%&22%[activator],-5%&-26%,-6%&-6%
S=C(NCc1ccco1)N1CCN(C/C=C/c2ccccc2)CC1,13,-1,19%,-21%,-1%,-8%
CCOc1ccc(C(=O)c2ccccc2C(=O)O)cc1OCC,19,15,3%,-2%,5%,-13%
COc1ccccc1N1CCN(C(=O)c2nn(-c3ccccc3OC)c(=O)c3ccccc23)CC1,-14,-1,u,9.3µM*,-1%,1%
S=c1nc(-c2ccccc2Cl)n(Cc2cccnc2)c2c1CCCC2,-1,1,u,1%,-1%,-14%
N#Cc1ccc(OCC(=O)OCC(=O)c2ccc[nH]2)cc1,x,x,56%[activator],5%,x,4%
COc1ccc(N2CCCC2=N)c(OC)c1,-6,7,0%,13%,-26%,1%
Cc1cccc(C(=O)Oc2cccc3c(O)cccc23)c1,-3,-2,u,u,-7%,u
CCOc1ccc(-n2ccnc2SCC(=O)N2CCCc3ccccc32)cc1,-15,-3,-27%,-4%,-11%,2%
COC(=O)CCCC(=O)NC(C)c1cnn(-c2ccccc2C)c1C (configuration not stated),28,8,13µM*,24%,3%,-8%
CCCOc1nc2c(c(=O)n(C)c(=O)n2C)n1C,-9,-1,-10%,26%,1%,5%
COCCNS(=O)(=O)c1ccc(-c2ccc(Cl)cc2)cc1,23,11,u,32%[activator],-4%,0%
CCN1CCN(C(=O)c2c(-c3c(F)cccc3Cl)noc2C)CC1,-5,4,-26%,x,-11%,5%
COc1ccc(N/C=C(\C=C\C#N)S(=O)(=O)c2ccccc2)cc1,-13,-4,-8%,6%,4%,6.3µM*
Cc1cccc(C(=O)NNC2=C(C(=O)C(F)(F)F)CCC2)c1O,17,15,x,-7%,-6%,-10%
Cc1cccn2cc(CCNS(=O)(=O)c3ccc([N+](=O)[O-])cc3)nc12,-17,-3,-21%,25%,2%,-14%
Cc1nc2c(n1C1CCCCC1)C(=O)c1ccccc1C2=O,20,-3,1.3µM*,1.9µM*,x,0%
Brc1c(CSc2nc3ccccc3o2)nc2ncccn12,58,40*,u,-25%,-10%,-5%
Cc1ccc(C(=O)N(Cc2nc3ccccc3c(=O)[nH]2)C2CCCC2)cc1,25,-7,-14%,u,1%,x
CC1CC(c2ccccc2)=Nc2ccccc2N1 (configuration not stated),54*,46*,25%,40%[activator],-11%,u
Cc1c(N)cccc1[N+](=O)[O-],x,x,65%[activator],51%[activator],x,1%
CCOc1cccc(CN2CCC(n3nccc3NC(=O)C3CC3)CC2)c1O,-11,3,u,-13%,x,u
COc1cc(OC)c(C(=O)/C=C/c2ccc(OCc3ccccc3)c(OC)c2)c(OC)c1,6,5,u,u,-4%,6%
COc1ccc(NCc2nnc(-c3ccccc3)o2)cc1,28*,20*,u,6%,x,-5%
COc1cc(CNC2CCCC2)cc(OC)c1,-17,-3,5%,15%,-8%,2%
Cc1ccc(CNc2ncc(-c3ccccc3)n2C)o1,20,25*,2%,21%,u,-9%
COCCn1c(C23CC4CC(CC(C4)C2)C3)n[nH]c1=S,-2,-1,-5%,u,0%,3%
O=C(COC(=O)Cc1ccc(F)cc1)Nc1cc(S(=O)(=O)N2CCOCC2)ccc1N1CCCC1,-7,-4,-13%,5%,3%,-17%
O=[N+]([O-])c1cccc(/C=N/Nc2nc(N3CCCCC3)nc(N3CCCCC3)n2)c1,1,-5,14%,u,-1%,-2%
CC(C)(C)C(=O)Nc1ccc(F)cc1[N+](=O)[O-],-9,-4,27%,-1%,0%,0%
O=C(CSCC(=O)NC1CC1)Nc1ccc2ccccc2c1,0,-3,u,13µM*,5%,-8%
Cc1ccc(-n2cc(CNCCn3nc(C)cc3C)c(-c3ccc(F)cc3)n2)cc1,34,-1,-6%,u,-6%,-3%
C/C(=N\NC(=O)CNC(=O)c1ccc(F)cc1)c1ccco1,6,-1,u,-18%,x,-22%
COc1cccc(NC(=O)CN2C(=O)NC3(CCCc4ccccc43)C2=O)c1 (configuration not stated),x,x,4.7µM*,-21%,x,0%
CC(C)CCn1c(=O)c2sccc2n2c(CCCC(=O)N3CCC(N4CCCCC4)CC3)nnc12,-4,1,34%[activator],u,x,0%
CCOC(=O)N1CCC(N2C(=O)c3cc(C(=O)NC4CCCCC4)ccc3C2O)CC1 (configuration not stated),9,-1,u,x,3%,-2%
COC(=O)c1c(CCl)noc1C(=O)NCC1CCCO1 (configuration not stated),10,-3,2%,u,2%,-26%
Cc1ccccc1N(Cc1cc(=O)[nH]c2ccccc12)C(=O)C(C)C,13,1,u,15µM*,4%,23%
CC1(C)CC2(CCO1)OC(=O)CC2C(=O)Nc1c(Cl)cccc1Cl (configuration not stated),-16,1,-16%,36%[activator],18%,-4%
C=CCNC(=O)CCCCCNS(=O)(=O)c1ccc(OC)cc1,-16,-1,39%[activator],-9%,3%,12%
NC(=S)Nc1ccc(F)cc1F,21,-1,1%,8%,-3%,15%
CCOC(=O)C1(CCc2ccccc2)CCN(Cc2cccc3c2OCO3)CC1,-5,0,x,u,-1%,-2%
CC(Sc1nc2ccccc2n1C)C(=O)Nc1ccc(N2CCOCC2)cc1 (configuration not stated),15,14,-34%,5%,-10%,-11%
Cc1[nH]nc2c1-c1nc3ccccc3nc1C(C)(C)C2,-16,1,4%,x,0%,5%[11.4 µM]
Cc1ccc(N2CC(O)=C(c3ccccc3)C2=N)cc1,24,18*,60%[activator],23%,9%,-2%
COc1ccccc1CNC(=O)c1ccccc1OCc1ccc(F)cc1,-12,1,u,u,-1%,-4%
COc1ccc(N2C(=O)CC(Sc3nc4c(cc3C#N)CCC4)C2=O)cc1 (configuration not stated),-13,-4,51%[activator],29%,-22%,-23%
NC(=O)C(c1ccccc1)C1CCCC1 (configuration not stated),1,-4,24%,16%,0%,-6%
CCC[C@H]1COCCS(=O)(=O)N1Cc1ccccc1F,-4,-3,u,26%,8%,8%
Cc1nn(C(=O)c2cccs2)c(C)c1CN1C(=O)c2ccccc2C1=O,-17,-4,x,x,4%,-7%
O=C(N/N=C/c1ccc(Br)o1)c1cccnc1,0,7,21%,4%,3%,8%
Cc1ccccc1-c1nc2cc(Cl)ccc2o1,87,38*,148%[activator],94%[activator],2%,-3%
Cc1ccc(C2=NN(C(=O)CCCC(=O)O)C(c3ccco3)C2)cc1 (configuration not stated),31,12,2%,u,10%,-26%[57.1 µM]
OC(CN1CCc2ccccc2C1)c1ccccc1 (configuration not stated),7,5,u,u,-7%,-4%
CC(=O)Nc1ccc(N2C(=O)C3C4CC(=O)C(c5ccccc54)C3C2=O)cc1 (configuration not stated),15,-2,94%[activator],-5%,1%,-2%
COC(=O)c1ccc(CSc2nnc(NC(=O)c3cc4c(s3)CCCC4)s2)cc1,-1,-3,x,-1%,9%,-10%
O=C(Nc1ccc2ccccc2n1)C1CCCCC1,53,73*,236%[activator],125%[activator],0%,12%
O=[N+]([O-])c1cc(C(F)(F)F)ccc1N/N=C/c1cc2ccccc2nc1Cl,-23,-3,291%[activator],36%[activator],2%,5%
CC1CCN(CCNC(=O)CN(C)S(=O)(=O)c2cccc3nsnc23)CC1,9,5,-3%,u,-6%,3%
# (next part)
SMILES,Shiga toxin inh,Cycloheximide cs,Pf growth 96h,Pf growth 48h,Giardia FBPA inh,Sm TGR block
CCOc1ccc(C2CC(c3ccccc3C)n3ncnc3N2)cc1 (configuration not stated),-3,-5,u,x,-14%,-5%
CC1CC(C)CN(CCOCCSc2ccccc2)C1 (configuration not stated),2,0,u,u,-21%,-26%
CCc1ccc(C(=O)N/N=C/c2cccc3ccccc23)nc1,52,19*,25%,75%[activator],3%,7%
CC(C)C1=C2CCCCC2NC(=O)N1 (configuration not stated),-11,-2,39%[activator],20%,-2%,0%
Cn1cnnc1SCc1ccc(C(=O)N/N=C(\CCC(=O)O)c2ccc(C(C)(C)C)cc2)cc1,32*,14*,22%,14%,-1%,-19%
Cc1ccc(Cn2nc(C)c(NC(=O)c3noc4c3CCCCC4)c2C)cc1,2,2,u,-25%,-6%,0%
O=C1/C(=C/c2cccc(F)c2)Oc2cc(O)ccc21,40*,22*,32%[activator],24%,7%,-14%
COC(=O)C(O)(c1ccc(N(C)C(=O)c2ccc(Cl)c(Cl)c2)cc1)C(F)(F)F (configuration not stated),-9,-4,-3%,-6%,0%,-5%
COCCCNC(=S)N(CCCO)Cc1cc2cc3c(cc2[nH]c1=O)OCO3,-13,3,-7%,u,-15%,u
